PHOSPHO1 inh: blocks human PHOSPHO1 phosphatase activity. recombinant PHOSPHO1, absorbance phosphatase assay. inhibition, % at 13.3 µM. 290,000 compounds, 1.1% hits; in the data active = inhibition above about 60%
IDE cell activ: boosts human insulin-degrading enzyme activity in HEK cells; 340,000 compounds, 0.073% hits; AID 493087; FAbeta-B cleavage, fluorescence polarization; 0% vehicle, 100% cell-free pure enzyme wells; activation, % at 5.96 µM;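 active = activation above the mean of all tested compounds plus 3 SD, set per screening campaign, cut at about 17% in these data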
FID counter: counter-screen for HCV NS3 helicase inhibitors: DNA intercalator displacement; DNA fluorescent intercalator displacement, fluorescence; inhibition, % at 7.9 µM; 290,000 compounds, 0.17% hits; in the data active = inhibition above about 37%;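 also: 0% = vehicle and 100% = reference compound; higher means more ethidium bromide displaced from hairpin DNA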
IMP-1 inh: inhibitors of Pseudomonas aeruginosa IMP-1 metallo-beta-lactamase. 290,000 compounds, 0.45% hits. purified IMP-1, nitrocefin hydrolysis, epi-absorbance fluorescence. inhibition, % at 5.6 µM;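 active = inhibition above the mean plus 3 SD of all compounds in the same screening run, cut at about 4.5% in these data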;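 also: 0% = IMP-1 with DMSO and 100% = DMSO wells lacking enzyme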
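System: purified IMP-1 / Input: IMP-1 dispensed at 0.2 nM / Medium: 50 mM HEPES pH 7.1, 50 µM ZnSO4, 0.05% Brij 35 / Timing: 15 min enzyme–compound preincubation, then 25 min nitrocefin reaction, 25 °C / Technique: plate fluorescence quenching by hydrolysis product, ex 480/em 530 nm / Repeats: singlicate testing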
UBC9 SUMO inh: SUMOylation inhibition. P63279. HTRF SUMOylation assay, SAE1/SAE2 + UBC9, in vitro. inhibition, % at 35 µM. 290,000 compounds, 0.36% hits. AID 2006; in the data active = inhibition above about 50%, passing the limit was not always enough; also: strong numbers were not always called active
Target sequence (P63279 whole entry, looked up): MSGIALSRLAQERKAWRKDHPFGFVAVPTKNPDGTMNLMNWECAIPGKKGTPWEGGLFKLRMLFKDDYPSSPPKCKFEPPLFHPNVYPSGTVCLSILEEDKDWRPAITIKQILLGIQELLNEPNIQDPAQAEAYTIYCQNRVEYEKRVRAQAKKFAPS
VIM-2 inh: blocks Pseudomonas aeruginosa VIM-2 metallo-beta-lactamase. 290,000 compounds, 0.89% hits. AID 1527. purified VIM-2, nitrocefin hydrolysis, epi-absorbance fluorescence. inhibition, % at 5.6 µM;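 active = inhibition above the mean of all tested compounds plus 3 SD, cutoff set per screening run, cut at about 7.5% in these data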;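 also: red hydrolysis product quenches plate fluorescence so inhibitors raise well fluorescence; 0% = enzyme with DMSO and 100% = DMSO without enzyme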
MEKK3 PB1 HTS: MEKK3-MEK5 PB1 interaction, increase or decrease; Q99759; bead-based flow cytometry, Alexa488-MEK5 binding to MEKK3; actives lie on both sides; 0 = blocked by unlabeled MEK5, 100 = vehicle; binding response (% of control), % at 10 µM; 290,000 compounds, 1.4% hits; AID 1529;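 active = binding response more than 3 SD above or below the average of its plate-row segment, actives on both sides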;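 also: Alexa488 bead fluorescence after subtracting the streptavidin-only scavenger bead signal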
Target sequence (Q99759 whole entry, looked up): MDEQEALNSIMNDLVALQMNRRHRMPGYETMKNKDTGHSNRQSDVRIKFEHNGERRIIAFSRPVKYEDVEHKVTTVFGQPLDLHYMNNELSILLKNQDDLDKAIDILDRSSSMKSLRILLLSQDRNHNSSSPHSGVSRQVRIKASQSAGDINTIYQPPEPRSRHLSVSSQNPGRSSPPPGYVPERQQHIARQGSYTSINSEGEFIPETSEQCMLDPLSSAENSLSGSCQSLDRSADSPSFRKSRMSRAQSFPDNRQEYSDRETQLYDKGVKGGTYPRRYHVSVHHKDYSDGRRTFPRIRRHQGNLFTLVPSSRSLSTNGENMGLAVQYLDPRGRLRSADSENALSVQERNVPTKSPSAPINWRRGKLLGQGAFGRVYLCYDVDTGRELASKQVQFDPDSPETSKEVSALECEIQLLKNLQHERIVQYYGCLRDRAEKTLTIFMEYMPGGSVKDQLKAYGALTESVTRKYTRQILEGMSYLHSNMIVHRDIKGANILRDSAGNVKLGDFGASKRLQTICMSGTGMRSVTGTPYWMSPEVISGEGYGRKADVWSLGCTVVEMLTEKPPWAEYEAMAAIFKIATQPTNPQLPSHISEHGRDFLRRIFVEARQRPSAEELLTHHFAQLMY
pCIP destab: lowers stability of the mouse p/CIP coactivator protein | Q05BA5 | F442A p/CIP-EGFP cells, EGFP fluorescence, 16 h | 290,000 compounds, 0.01% hits | decrease of EGFP signal, % at 10 µM | AID 1984;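 active = EGFP signal decrease of at least 30% at 10 µM or well 3 SD below plate mean, unless failing retest; inactive = the rest, including hits failing retest or dose response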; also: some compounds called inactive have numbers as strong as hits; many of its hits are not listed in these tables
HCV NS3 hel inh: inhibitors of Hepatitis C virus NS3 helicase; NS3 helicase DNA unwinding, Cy5 molecular beacon fluorescence; inhibition, % at 10.9 µM; 290,000 compounds, 0.56% hits;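 active = inhibition above the mean of all tested compounds plus 3 SD, set per campaign, cut at about 35% in these data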;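 also: 0% = DMSO wells and 100% = thioflavine S control wells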
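System: HCV NS3 helicase fragment; control set: DMSO and thioflavine S; technique: Cy5 fluorescence at 0 and 60 min, beacon hairpin quenching; reagent: beacon DNA duplex substrate plus ATP; replicates: singlicate; schedule: 1 h reaction at 25 °C, ATP-initiated; medium: MOPS buffer pH 6.5 with MgCl2, DTT, Tween20, BSA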
Active calls of the source: *; . = no result given. The list is partial (hit frequency here may not be typical).

No.	compound	PHOSPHO1 inh	IDE cell activ	FID counter	IMP-1 inh	UBC9 SUMO inh	VIM-2 inh	MEKK3 PB1 HTS	pCIP destab	HCV NS3 hel inh
1	COc1nc(C#N)nc(N(C)C)n1	5.5	1.1	2.1	-3.6	6.7	-2.0	98.0	0.1	3.3
2	O=C(c1cc(COc2ccc(F)cc2Cl)on1)N1CCCC(OCc2cccnc2)C1 (stereo not given)	52.5	-10.8	-32.8	-0.6	1.3	-1.1	109.0	-2.5	1.2
3	Cc1onc(-c2ccccc2Cl)c1C(=O)Nc1ccccc1N1CCOCC1	-2.0	7.8	-17.9	-3.5	13.8	-5.7	89.0	-4.3	-0.7
4	COc1cc(C)nc(N2CCCC(C(=O)Nc3cccc(Cl)c3Cl)C2)n1 (stereo not given)	17.3	2.6	0.8	-5.2	-19.4	-4.2	113.0	-0.5	15.0
5	NC(=O)c1cc2ccccc2o/c1=N/NC(=O)c1cccc(Cl)c1	54.5	3.6	-36.3	-2.7	1.9	-1.2	102.0	-1.7	7.2
6	COc1ccc(NS(=O)(=O)c2ccc3oc(=O)ccc3c2)cc1	.	-5.7	-0.3	-0.9	14.1	0.3	109.0	-131.0	3.7
7	Cc1cc2oc(=O)c(CC(=O)NCCCO)c(C)c2c2occ(C(C)(C)C)c12	28.4	0.2	-37.0	-2.6	17.3	-1.8	101.0	-7.3	-6.8
8	O=C(Nc1ccccc1)N(CCc1nc2ccccc2[nH]1)C1CCCC1	20.1	7.2	-2.6	2.4	12.4	-1.0	97.0	-12.0	-11.3
9	Cc1cc(C)cc(NC(=O)NCc2c(-c3ccccc3)noc2C)c1	25.4	5.7	-15.9	-0.3	16.8	0.0	97.0	-5.6	-0.1
10	C=CCc1c(C)c(C#N)c2nc3ccccc3n2c1N1CCCCC1	-12.2	7.1	-5.4	-0.4	19.1	-0.2	102.0	-0.7	-2.7
11	COCCN(C(=O)CCC(=O)Nc1cc(C)on1)C(C(=O)NC(C)(C)C)c1ccccc1Cl (stereo not given)	28.0	-0.1	-33.5	-1.5	-12.6	-0.9	98.0	-0.5	-11.8
12	CCN(c1ccc(NC(=O)COC(=O)CCc2cc(OC)c(OC)c(OC)c2)cc1)C(C)C	23.8	4.7	6.7	-1.3	-7.1	1.6	97.0	5.7	-2.0
13	COc1ccc(S(=O)(=O)N(CC(=O)NCCSc2ccccn2)c2ccccc2)cc1	31.1	2.7	-39.9	-2.5	0.0	-1.9	97.0	-4.0	-10.6
14	COc1ccccc1CNC(=O)C(NC(=O)c1ccc(C)cc1)C(C)C (stereo not given)	1.8	3.2	-6.8	-1.6	-6.2	-2.9	97.0	-1.8	17.8
15	O=C(NCCCN1CCCC1=O)c1cccc(S(=O)(=O)N2CCN(c3ccccc3)CC2)c1	17.4	5.4	-33.9	-2.4	7.8	0.9	103.0	-11.2	3.4
16	CCn1cnc2sc(C(=O)O)c(C)c2c1=O	51.6	-0.6	3.3	-7.3	-1.8	-0.7	106.0	6.3	-6.2
17	COc1ccc(CCn2c(=N)c(C(=O)NCC3CCCO3)cc3c(=O)n4cccc(C)c4nc32)cc1OC (stereo not given)	11.9	7.4	-5.5	-4.5	8.5	16.1*	98.0	-3.8	0.4
18	CC(=O)N1N=C(c2cccs2)CC1c1ccc(Br)cc1 (stereo not given)	10.9	0.0	-33.4	2.0	10.7	7.4	94.0	-2.8	-11.6
19	O=C(c1cccc(OC2CCN(Cc3cccc(OCCO)c3)CC2)c1)N1CCCC1	31.8	-4.3	-3.8	-1.3	12.3	-0.1	102.0	5.4	-59.0
20	CCN(CC)S(=O)(=O)c1ccc(Cl)c(C(=O)Nc2nnc(C)s2)c1	-2.9	9.4	-7.4	-4.0	13.2	-2.2	111.0	1.2	3.1
21	COc1ccc(/C=C/C(=O)NCC(=O)N/N=C/c2cc(Br)ccc2OCc2ccccc2)cc1	0.3	0.9	-2.0	-1.3	23.7	-0.2	100.0	-12.0	-3.4
22	On1nnc2ccc(C(F)(F)F)cc21	57.0	-0.7	1.5	-3.1	9.3	-0.9	106.0	-6.0	-3.2
23	CCOc1ccc(NC(=O)N2CCC(c3nc4ccccc4o3)CC2)cc1	-17.2	0.7	-29.6	-3.3	6.4	-2.8	105.0	-0.9	2.8
24	Cc1cc(-c2nnc(CCC(=O)NCC(C)c3ccccc3)o2)no1 (stereo not given)	17.6	5.1	-5.3	1.3	17.1	0.5	101.0	-0.3	-12.3
25	COc1ccc(NC(=O)c2onc(C)c2Cl)cc1OC	6.4	-5.8	0.4	-0.4	-0.4	-0.3	103.0	6.4	-1.2
26	O=C(NCCSc1ccc(Br)cc1)c1ccc2nc[nH]c2c1	37.0	20.0*	-8.4	-0.9	-3.2	-2.5	101.0	-13.6	1.1
27	CCC(C(=O)N1CCOCC1)n1nc(C)c2c(C)n(-c3ccccc3)nc2c1=O (stereo not given)	27.6	-0.7	-19.2	-1.5	14.2	0.2	102.0	-3.0	-5.6
28	Cc1ccc(OCCCN2CCOCC2)cc1	13.8	3.8	7.6	-2.4	-9.8	-1.1	104.0	3.1	-5.0
29	Cc1cccc(NC(=O)C2CCCN2C(=O)OCC(C)C)c1C (stereo not given)	-10.8	4.6	-3.6	-2.1	3.4	-2.5	95.0	-3.2	3.0
30	COc1ccc2c(c1)cc(C(=O)O)n2C	2.8	5.0	-0.5	0.5	18.7	-3.2	106.0	-1.5	3.6
31	O=C(CN1CCN(c2ccc(F)cc2)CC1)OCc1ccccc1	3.5	7.1	-19.3	-7.4	-8.8	-8.6	102.0	4.9	-5.3
32	CC(=O)Nc1ccc(S(=O)(=O)N(C)CC(=O)OCC(=O)N2CCCCCC2)cc1	32.7	6.7	-15.2	-1.4	23.6	-2.8	109.0	-10.0	19.6
33	Cc1cc(C)cc(C(=O)Nc2ccc(N3CCN(S(C)(=O)=O)CC3)cc2)c1	24.8	-3.6	-9.9	1.1	18.4	1.5	91.0	-11.1	-3.5
34	Cn1cccc1-c1cc(C(=O)O)[nH]n1	-1.5	2.0	.	.	8.7	.	120.0	-3.2	.
35	CC12CCC(C(=O)N(NC(=O)c3ccccc3O)C1=O)C2(C)C (stereo not given)	13.4	-1.6	4.6	0.0	2.0	-2.3	94.0	1.2	0.1
36	COc1ccc(NS(=O)(=O)/C=C/c2ccc(OC)c(OC)c2)cc1	24.3	-0.2	-7.5	-4.4	7.1	-2.1	106.0	-4.7	-9.4

Look-ups from the results shown:
Reading for cpd 33 under MEKK3 PB1 HTS: 91.0
Reading for cpd 36 under UBC9 SUMO inh: 7.1
Reading for cpd 32 under VIM-2 inh: -2.8

Next part.
No.	compound	PHOSPHO1 inh	IDE cell activ	FID counter	IMP-1 inh	UBC9 SUMO inh	VIM-2 inh	MEKK3 PB1 HTS	pCIP destab	HCV NS3 hel inh
37	Cc1cc(-c2nc3ncccc3o2)ccc1N	-5.6	0.4	-3.5	-1.5	30.3	-1.2	96.0	-7.6	-12.2
38	Nc1nc(Oc2ccc(F)cc2)c(Br)c(=O)[nH]1	2.6	2.5	-0.3	-1.3	24.7	-1.1	105.0	-5.3	4.4
39	COc1ccc(-c2noc(N3CCC(C(=O)Nc4ccc(OC)c(OC)c4)CC3)n2)cc1	22.8	4.7	-34.4	-1.1	23.7	-2.1	102.0	-0.7	-7.3
40	NS(=O)(=O)c1ccc(CCNC(=O)c2ccc([N+](=O)[O-])cc2[N+](=O)[O-])cc1	33.5	-1.1	0.6	-3.2	6.4	-1.4	104.0	-10.8	-9.8
41	CCCn1nc(C(=O)Nc2ccc(S(=O)(=O)Nc3ncccn3)cc2)c2ccccc2c1=O	39.0	6.1	-31.1	-1.8	23.0	0.5	93.0	0.5	-7.0
42	CC1CC(C)CN(C(=O)CCNS(=O)(=O)c2ccc3c(c2)CCC(=O)N3)C1 (stereo not given)	-0.2	-1.0	-15.0	-3.2	4.0	-0.3	93.0	-7.8	-3.5
43	COc1ccc(CCN(Cc2cc3cccc(C)c3n3nnnc23)C(=O)c2ccncc2)cc1OC	-7.9	.	-5.4	-4.1	7.4	0.2	87.0	-5.3	-10.8
44	O=C(Nc1ccc2c(c1)C(=O)N(CC1CCCO1)C2=O)c1ccccc1Br (stereo not given)	14.7	-4.5	-1.9	-1.5	22.0	-3.4	105.0	-5.8	1.3
45	O=C(c1ccc(OC2CCN(CCc3ccccc3)CC2)cc1)N1CCCC1	22.2	-1.2	2.1	-0.7	12.5	-0.1	102.0	-5.3	-5.7
46	Cc1ccccc1NC(=O)c1cnn(-c2ccccc2)c1C	44.7	3.7	-19.7	0.8	14.5	1.3	100.0	0.3	-7.0
47	N=C1/C(=C/c2ccc(Br)o2)C(=O)N=C2SC(CC(=O)N3CCCC3)=NN12	24.0	2.5	-26.9	-2.3	.	-2.8	102.0	-19.6	13.4
48	CCc1nnc(NS(=O)(=O)c2ccc(NC(=O)c3ccc(Cl)cc3)cc2)s1	-11.8	2.4	-28.8	-1.0	23.5	-1.2	103.0	-4.4	-1.1
49	OC(COc1ccc2c(c1)OCO2)CN1CCN(c2ccc(F)cc2)CC1 (stereo not given)	33.9	4.1	7.5	-0.8	17.3	0.9	77.0	-5.8	-6.1
50	CN(CC(=O)Nc1ccc(F)c(Cl)c1)S(=O)(=O)c1ccc2c(c1)n(C)c(=O)c(=O)n2C	17.4	0.5	-20.1	-1.5	17.0	-1.7	100.0	-4.7	-6.6

Filtered by structure: those above containing a thiophene ring, fused or not
No.	compound	PHOSPHO1 inh	IDE cell activ	FID counter	IMP-1 inh	UBC9 SUMO inh	VIM-2 inh	MEKK3 PB1 HTS	pCIP destab	HCV NS3 hel inh
16	CCn1cnc2sc(C(=O)O)c(C)c2c1=O	51.6	-0.6	3.3	-7.3	-1.8	-0.7	106.0	6.3	-6.2
18	CC(=O)N1N=C(c2cccs2)CC1c1ccc(Br)cc1 (stereo not given)	10.9	0.0	-33.4	2.0	10.7	7.4	94.0	-2.8	-11.6
